Screens from PubChem BioAssay.
mIAP act: increases mouse intestinal alkaline phosphatase activity | AID 2805 | 330,000 compounds, 0.24% hits | activation factor at 10 µM | muIAP, CDP-Star luminescence, 30 min; stronger effect = higher value; 1 = vehicle-only enzyme signal, 0 = enzyme-free wells;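 active means activation factor of at least 2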; further: the source names both 10 and 20 µM as test concentration; values of inactives mirror those of a sister screen read the other way
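System: mouse IAP enzyme. Reagent: CDP-Star chemiluminescent phosphatase substrate. Benchmarks: DMSO wells, no-enzyme wells. Times: 30 min enzyme-substrate-compound incubation at room temperature. Detection: luminescence from enzymatic CDP-Star hydrolysis. Doses: test compounds delivered from DMSO solution.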
A3A deaminase: inhibitors of human APOBEC3A DNA deaminase; P31941; recombinant A3A, FAM/TAMRA ssDNA deamination fluorescence; inhibition, % at 20 µM; 330,000 compounds, 0.41% hits;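 active means at least 40% inhibition at 20 µM here, with at most 30% in a related deaminase screen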;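 further: plate controls were A3A with DMSO for no effect and wells lacking A3A enzyme for full effect; some results filed as inactive read as strong as hits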
hIAP block: human IAP inhibition | P09923 | purified IAP, CDP-Star luminescence, 30 min | inhibition, % at 10 µM | 330,000 compounds, 0.12% hits | AID 2544;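 active means inhibition reaching a set limit with compound at 10 µM in the primary screen, cut at about 35% in these data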;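 further: plate controls were DMSO wells with enzyme for no effect and no-enzyme buffer wells for full effect; values of inactives mirror those of a sister screen read the other way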
Target sequence (P09923 whole entry, looked up): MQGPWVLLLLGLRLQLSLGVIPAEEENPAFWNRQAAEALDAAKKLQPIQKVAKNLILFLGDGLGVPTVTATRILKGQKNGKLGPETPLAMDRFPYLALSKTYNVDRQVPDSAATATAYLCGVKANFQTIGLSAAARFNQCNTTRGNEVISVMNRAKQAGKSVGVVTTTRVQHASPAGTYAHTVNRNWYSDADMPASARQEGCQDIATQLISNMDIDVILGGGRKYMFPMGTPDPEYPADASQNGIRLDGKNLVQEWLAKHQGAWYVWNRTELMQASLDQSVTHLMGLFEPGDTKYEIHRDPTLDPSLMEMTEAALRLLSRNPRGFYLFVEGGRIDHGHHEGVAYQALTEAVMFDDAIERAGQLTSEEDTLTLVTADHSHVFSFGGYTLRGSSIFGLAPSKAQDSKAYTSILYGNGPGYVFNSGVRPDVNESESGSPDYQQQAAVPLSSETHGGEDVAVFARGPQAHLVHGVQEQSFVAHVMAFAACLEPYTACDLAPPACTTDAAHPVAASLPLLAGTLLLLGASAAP
APOBEC3G inh: blocks human APOBEC3G single-stranded DNA deamination | Q9HC16 | recombinant A3G, ssDNA deamination FAM/TAMRA fluorescence | inhibition, % at 20 µM | 330,000 compounds, 0.28% hits | AID 493012;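 active means inhibition of at least 40% at 20 µM, with no more than 30% in the related APOBEC3A deaminase screen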;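 further: plate controls were DMSO wells with A3G for no effect and wells lacking A3G enzyme for full effect; some compounds called inactive have numbers as strong as hits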
Target sequence (Q9HC16 whole entry, looked up): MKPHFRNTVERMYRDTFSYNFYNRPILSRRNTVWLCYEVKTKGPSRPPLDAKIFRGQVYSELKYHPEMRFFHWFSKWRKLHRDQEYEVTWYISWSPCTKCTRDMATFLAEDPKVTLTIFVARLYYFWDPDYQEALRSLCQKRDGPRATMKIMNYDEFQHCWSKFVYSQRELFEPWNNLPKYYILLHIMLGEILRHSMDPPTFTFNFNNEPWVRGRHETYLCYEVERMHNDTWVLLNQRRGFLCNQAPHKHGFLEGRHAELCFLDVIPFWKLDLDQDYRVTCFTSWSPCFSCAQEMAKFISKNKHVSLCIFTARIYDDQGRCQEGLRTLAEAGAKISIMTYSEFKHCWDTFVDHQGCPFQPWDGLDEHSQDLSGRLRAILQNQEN
mIAP inh: blocks mouse intestinal alkaline phosphatase; AID 2806; inhibition, % at 10 µM; purified mouse IAP, CDP-Star luminescence, 30 min; 330,000 compounds, 0.2% hits;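 active means inhibition of at least 40% at 10 µM in the primary screen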;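 further: plate controls were DMSO with enzyme for no effect and no enzyme wells for full effect; values of inactives mirror those of a sister screen read the other way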
hIAP act: increases human intestinal alkaline phosphatase activity. P09923. 330,000 compounds, 0.16% hits. activation factor at 10 µM. purified human IAP, CDP-Star luminescence, 30 min; stronger effect = higher value; 1 = vehicle-only enzyme, 0 = enzyme-free background;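 active means activation factor of the enzyme at least 2-fold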; further: the source names both 10 and 20 µM as test concentration; values of inactives mirror those of a sister screen read the other way
MIN6 prolif: MIN6 beta-cell proliferation induction; 330,000 compounds, 0.29% hits; AID 2380; proliferation, % at 10 µM; MIN6 cells proliferation, ATPlite luminescence, 48 h; cells starved in 0.2% serum; 100% = growth in 10% serum;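 active means compounds whose signal lies at least 3.5 SD above the mean of all wells on their plate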;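 further: 0% = DMSO-treated cells in low-serum medium and 100% = 10% serum control; some compounds called inactive have numbers as strong as hits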
MPTP block: blocks calcium-induced mitochondrial swelling | isolated mouse mitochondria, Ca2+ swelling absorbance, 30 min | inhibition, % at 10 µM | 360,000 compounds, 1.4% hits | AID 602449;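 active means inhibition of 50% or more, scaled per plate between neutral and stimulator controls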;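 further: 0% = DMSO wells given calcium and 100% = 1 mM EGTA wells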
ATG4B inh: blocks human ATG4B protease cleavage of LC3 substrate | Q9Y4P1 | ATG4B cleavage of LC3-PLA2, NBD-HPC fluorescence, 1 h | inhibition, % at 8.33 µM | 340,000 compounds, 0.51% hits | AID 504462; in the data active means inhibition above about 40%
Numbers without * were called inactive; nt = not tested or not shown.

SMILES	mIAP act	A3A deaminase	hIAP block	APOBEC3G inh	mIAP inh	hIAP act	MIN6 prolif	MPTP block	ATG4B inh
COc1ccc(-c2cc(C(=O)N3CCCCC3)c3ccccc3n2)cc1	1.1	3	-22	27	-8	1.2	-4	-0.4	-2
Cc1cc(C(=O)N2CCOCC2)ccc1[N+](=O)[O-]	1	1	-4	-3	-4	1	-5	0.0	2
CC(=O)N1CCN(C(=O)COC(=O)c2ccc(S(C)(=O)=O)cc2)CC1	0.94	-2	6	-4	6	0.94	-4	0.3	2
COC(=O)CNC(=O)COc1ccccc1	1	-1	10	-3	-2	0.91	-3	-0.6	-1
Cc1ccc(-c2cc(C(=O)N3CCN(C(=O)c4ccco4)CC3)[nH]n2)cc1C	1.1	5	-58	1	-5	1.6	-1	2.1	-8
CC(NC(=O)c1ccccc1Br)C1CC2CCC1C2 (configuration not stated)	1	1	10	-2	-1	0.9	-4	0.0	2
O=C1CN(C(=O)OCc2ccccc2)c2ccccc2N1	0.89	7	0	2	11	1	0	-3.7	-8
Cc1ccc(CCNC(=O)Cc2ccc(NC3=NC4CS(=O)(=O)CC4S3)cc2)cc1 (configuration not stated)	0.98	-1	6	0	2	0.94	-2	-1.1	1
CCn1c(C)cc(/C=C2/NC(=O)N(c3ccccc3)C2=O)c1C	0.92	-1	-4	-4	8	1	-2	0.9	-9
O=C(CN(Cc1ccc(Cl)cc1)C(=O)CNS(=O)(=O)c1ccc(F)cc1)NCC1CCCO1 (configuration not stated)	0.99	-1	-6	-5	1	1.1	2	-0.2	-17
Cc1nn(-c2ccccc2)c2nc(-c3ccccc3)cc(C(=O)N3CCOCC3)c12	1	-3	15	-3	0	0.85	-4	-0.9	-23
O=C(Nc1ccc2ccccc2c1)[C@@H]1C[C@H]1[C@@H](NP(=O)(c1ccccc1)c1ccccc1)c1ccccc1	1.6	-3	22	-7	-64	0.78	-8	-0.4	5
CCC(=O)Oc1ccc2c(C)cc(=O)oc2c1C	0.96	-5	-3	5	4	1	-1	2.1	-1
CCOC(=O)N/N=C/c1cn(Cc2ccccc2Cl)c2ccccc12	1.1	0	8	-6	-10	0.92	-4	5.0	48*
Cc1cccc(C(=O)OCC(=O)N(C)CC(=O)Nc2ccc(Cl)c(C(F)(F)F)c2)c1	0.86	-5	14	-9	14	0.86	-6	1.2	-48
c1ccc(C2=NNC(c3ccccn3)=NN2)nc1	0.92	-3	-37	-6	8	1.4	-6	-1.4	-2
Cc1oc(-c2ccccc2Cl)nc1CS(=O)CC(=O)NCc1ccccc1Cl (configuration not stated)	0.99	-3	8	-6	1	0.92	5	-0.4	46*
Cc1cc2c(c(=O)n1C)C(C(C)C)C(C#N)=C(N)O2 (configuration not stated)	0.99	-1	3	-7	1	0.97	-2	0.2	4
CCOC(=O)c1c(C)[nH]c(C(=O)C(C)Cl)c1C (configuration not stated)	0.95	0	-12	-5	5	1.1	-2	0.1	3
Cc1ccc(Oc2c(CO)c(-c3ccccc3)nn2C)cc1	0.99	1	-11	-2	1	1.1	5	0.1	7
O=C(NCCC1=CCCCC1)C(=O)NCC1OCCCN1S(=O)(=O)c1ccc(F)cc1 (configuration not stated)	1	-4	-10	-5	-1	1.1	-2	2.7	-11
CCOC(=O)N1CCN(C(=O)c2cc3n(n2)C(C(F)(F)F)CC(c2ccc4c(c2)OCO4)N3)CC1 (configuration not stated)	0.93	0	-35	-4	7	1.3	2	-1.6	3
COc1ccccc1NC1=C(C)C(=O)CC1	1.1	-3	-3	-8	-10	1	-2	2.3	-3
Cc1c(C(=O)N2CCN(c3ccccc3F)CC2)sc2ncn(CC(=O)N3CCOCC3)c(=O)c12	0.9	-5	3	-4	10	0.97	0	-0.6	1
CCN(C[C@H]1N[C@@](CC)(C(=O)OC)[C@H]2C(=O)N(C)C(=O)[C@@H]12)C(=O)COc1ccccc1	0.99	-1	-15	-3	0	1.2	3	0.6	3
CN1CCN(C(=O)c2cc(-c3cccc(Cl)c3)on2)CC1	1.1	3	10	-4	-6	0.9	-1	-1.8	0
CN(C)S(=O)(=O)c1ccc(N2CCCC2)c(C(=O)NNC(=O)COc2ccccc2F)c1	0.95	-4	-4	-9	5	1	7	-1.8	0
O=C(CCn1cccc1)NCc1ccc2c(c1)OCO2	1.1	2	-5	0	-6	1	-2	1.4	-4
CCc1nnc(NS(=O)(=O)c2ccc(NC(=O)c3cccc([N+](=O)[O-])c3)cc2)s1	0.97	0	5	3	3	0.95	2	-1.2	-3
O=c1[nH]c(NC2CCCCC2)c([N+](=O)[O-])c(=O)[nH]1	0.99	-2	1	-7	1	0.99	-2	-1.4	8

3 records picked at random from the list so far, as already listed:
SMILES	mIAP act	A3A deaminase	hIAP block	APOBEC3G inh	mIAP inh	hIAP act	MIN6 prolif	MPTP block	ATG4B inh
O=c1[nH]c(NC2CCCCC2)c([N+](=O)[O-])c(=O)[nH]1	0.99	-2	1	-7	1	0.99	-2	-1.4	8
CN1CCN(C(=O)c2cc(-c3cccc(Cl)c3)on2)CC1	1.1	3	10	-4	-6	0.9	-1	-1.8	0
CCc1nnc(NS(=O)(=O)c2ccc(NC(=O)c3cccc([N+](=O)[O-])c3)cc2)s1	0.97	0	5	3	3	0.95	2	-1.2	-3

Following part.
SMILES	mIAP act	A3A deaminase	hIAP block	APOBEC3G inh	mIAP inh	hIAP act	MIN6 prolif	MPTP block	ATG4B inh
COc1ccc(OC)c(NC(=O)CCC(=O)N(Cc2ccc(OC)c(OC)c2)c2nccs2)c1	1	-1	0	-3	-3	1	2	-1.9	-4
C/C(=N\NC(=O)c1ccc(N)cc1)C1CC1	0.9	-8	7	-5	10	0.93	0	-0.6	-1
COc1ccc(NC(=O)CN2CCN(CC(=O)Nc3ccccc3Cl)CC2)c(OC)c1	0.93	-2	9	-4	7	0.91	0	4.8	-3
Cc1ccc(CNC(=O)c2ccccc2SCC(=O)NCC2CCCCC2)cc1	1.3	2	-33	0	-26	1.3	-4	1.8	0
c1ccc(N2CCN(c3c4c(nc5ncnn35)CCC4)CC2)cc1	0.97	-2	10	-5	3	0.9	-1	6.7	9
CCN(CC)c1ccc2nc3c4ccccc4c(=O)cc-3oc2c1	0.85	-3	15	-5	15	0.85	-2	nt	-3
Cc1ccc(N(C(C)C(=O)O)S(=O)(=O)c2c(C)n[nH]c2C)cc1 (configuration not stated)	1	0	-40	-1	-2	1.4	-3	-0.9	5
Cc1ccc(-n2c(C)cc(=O)cc2C)cc1[N+](=O)[O-]	0.98	1	14	-1	2	0.86	-2	1.1	-12
CCN(CC)CCCNC(=O)Cn1ncn2cccc2c1=O	0.99	4	4	-5	1	0.96	-3	-0.5	-14
CCc1nnc(NC(=O)CSc2nnc(-c3ccccc3O)n2-c2ccc(C)cc2)s1	1	2	-2	-2	0	1	-3	-0.6	-13
Cn1c(=O)oc2cc(S(=O)(=O)N3CCC(C(=O)NCc4ccccc4)CC3)ccc21	1	-1	0	-5	-3	1	-5	-1.7	-1
N#Cc1cccc(OC(=O)c2ccc3c(=O)n4c(nc3c2)CCC4)c1	0.98	4	-3	1	2	1	0	-1.6	5
O=C(C1CC(=O)N(C2CCCC2)C1)N1CCN(c2cccc(Cl)c2)CC1 (configuration not stated)	0.96	-5	-21	5	4	1.2	-2	-0.7	-5
CC1SCC(=NOCc2ccccc2)CS1 (configuration not stated)	0.98	-1	7	-2	2	0.93	0	0.9	1
O=C(CCCCl)Oc1ccc2cc(-c3ccc4ccccc4n3)c(=O)oc2c1	1.2	-28	-6	-57	-21	1.1	-3	11	-1
CCN1CCN(c2ccc(NC(=O)c3cccc(OCc4ccccc4)c3)cc2)CC1	0.96	3	2	3	4	0.97	-6	-4.2	2
CN(CCc1ccccn1)C(=O)CN(C)S(=O)(=O)c1ccc2c(c1)c(=O)n(C)c(=O)n2C	1.1	-9	-6	-7	-6	1.1	-2	-0.4	7
CCOC(=O)CCSc1nc(N2CCOCC2)c2c(c1C#N)CC(C)(C)OC2	1	-2	-3	-4	-2	1	-3	0.1	5
Cc1ccc(NC(=O)Cn2cnc3cc([N+](=O)[O-])ccc3c2=O)cc1	0.97	0	-7	-5	2	1.1	-4	1.5	28
c1ccc(Cn2c(SCCN3CCOCC3)nnc2-c2cccnc2)cc1	0.99	0	5	-1	1	0.95	7	0.0	5
COc1ccccc1/C=N/NC(=O)c1ccc(N(C)S(=O)(=O)c2ccccc2)cc1	0.96	-1	-1	-5	4	1	-1	-0.1	-1
CC(C)[C@H](NC(=O)OC(C)(C)C)c1nnc(SCc2cccc(F)c2)o1	0.99	0	13	0	1	0.87	1	0.6	-9
O=C(CN1C(=O)/C(=C/c2ccco2)SC1=S)Nc1ccc(O)c(C(=O)O)c1	0.25	94	-23	75	75*	1.2	0	-1.0	31
Cc1ccc2cc(CN(c3ccccc3C)S(=O)(=O)c3ccccc3)c(=O)[nH]c2c1	0.92	1	2	4	8	0.98	-3	-0.2	-5
O=C(c1cc(COc2ccc(F)cc2Cl)on1)N1CCC(OCc2cccnc2)CC1	0.92	5	0	-2	8	1	-5	68*	3
Cc1cc(C)cc(NC(=O)C(OC(=O)C2=COCCO2)c2ccccc2)c1 (configuration not stated)	1.2	1	12	6	-21	0.88	0	-0.7	-3
Cn1nnnc1SCC(=O)c1c(N)n(C2CC2)c(=O)[nH]c1=O	1.1	-1	12	-5	-5	0.88	-2	-1.0	2
C/C(=N\Nc1nc(C(C)(C)C)cs1)c1ccccc1	0.93	5	-16	-6	7	1.2	-3	0.7	4
COc1cc(OC)c(NC(=S)Nc2cccc(C)c2)cc1Cl	1.1	2	4	-4	-8	0.96	-7	1.4	1
CCOC(=O)NC(=O)/C(C#N)=C\NNc1ncc(C(F)(F)F)cc1Cl	0.99	-4	-27	-10	1	1.3	1	-1.0	-3
CC(=O)Nc1ccc(S(=O)(=O)NCC2CCC(C(=O)NC(C)c3ccc4c(c3)OCCO4)CC2)cc1 (configuration not stated)	0.99	2	0	-4	1	1	-2	nt	nt
Cc1ccccc1C(=O)Nc1cccc(NC(=O)c2ccccc2[N+](=O)[O-])c1	0.9	2	7	-1	10	0.93	-3	0.8	-2
COc1ccccc1N1CCN(c2ccc(N3C(=O)CCC3=O)cc2[N+](=O)[O-])CC1	1.1	-4	-1	-6	-14	1	1	1.5	1
Cc1ccc(NC(=S)Nc2ccc3cn[nH]c3c2)cc1	0.97	1	10	-10	3	0.9	1	0.5	4
Cc1cccc(Cc2nnc(CCC(=O)N(C)Cc3ccncc3C)o2)c1	1.1	-1	-15	0	-8	1.1	-1	0.4	7
O=C(NC1CCCCCC1)C1CCN(C(=O)c2cccc(Cl)c2)CC1	0.99	1	-11	2	1	1.1	0	-0.5	1
CC1=C(C(=O)Nc2ccccc2)C(c2ccc(O)cc2)N2C(=O)CSC2=N1 (configuration not stated)	0.93	5	-15	3	7	1.2	-2	-0.5	-35
COC(=O)c1ccc2c(=O)sc(N3CCC(C(N)=O)CC3)nc2c1	0.91	-1	10	14	9	0.9	-5	1.3	2
COc1ccccc1N1C(=O)c2ccccc2NC1c1ccncc1 (configuration not stated)	0.99	-2	-3	-5	1	1	0	-3.3	-7
COc1cc2ccccc2cc1C(=O)N1CCN(C(C)=O)CC1	1	-4	7	-8	-4	0.93	-1	0.4	-6
COc1ccc(CCNc2nncc(=O)[nH]2)cc1OC	0.89	0	-5	-5	11	1.1	0	1.4	1
COc1ccc(C(=S)N2CCOCC2)cc1OS(=O)(=O)c1ccc(Br)cc1	0.89	-7	-32	-6	11	1.3	-1	0.9	-4
